Bioassay records from PubChem.
NALP1 yeast inh: inhibitors of NALP1 inflammasome in yeast; S. cerevisiae NALP1/ASC/caspase-1 growth, X-gal OD620, 72 h; inhibition, % at 10 µM; 280,000 tested, 0.61% active; in the data active means inhibition mostly above about 24%, no sharp cut-off; inactive means mostly below about 32%; further: some compounds called inactive have numbers as strong as hits
GPR7 antagonist: antagonists of human GPR7 (neuropeptides B/W receptor 1) | 290,000 tested, 1.1% active | inhibition, % at 4.4 µM | GPR7-expressing cells, fluorescence antagonist assay | P48145; in the data active means inhibition above about 16%, passing the limit was not always enough;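 further: cells stimulated with the agonist NPW; 0% = agonist with vehicle and 100% = vehicle without agonist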
Target sequence (P48145 whole entry, looked up): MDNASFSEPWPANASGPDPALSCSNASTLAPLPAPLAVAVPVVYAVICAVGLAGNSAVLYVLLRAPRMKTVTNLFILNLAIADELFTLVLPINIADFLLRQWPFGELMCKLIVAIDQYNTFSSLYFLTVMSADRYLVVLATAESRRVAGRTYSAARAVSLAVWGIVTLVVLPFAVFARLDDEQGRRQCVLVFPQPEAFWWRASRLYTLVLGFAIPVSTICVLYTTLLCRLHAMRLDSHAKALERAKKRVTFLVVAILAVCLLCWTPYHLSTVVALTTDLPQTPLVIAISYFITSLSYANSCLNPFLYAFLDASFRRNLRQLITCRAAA
MEKK2 mut-MEK5: signal of MEK5 binding to mutant human MEKK2 PB1 domain; 290,000 tested, 0.35% active; percent response, % at 10 µM; AID 1530; bead flow cytometry, Alexa488-MEK5 binding to MEKK2 mutant; in the data active means percent response above about 24%, passing the limit was not always enough; further: inactives centre near 1; some results filed as inactive read as strong as hits; reference of the scale not given here
FID counter: displaces DNA intercalator in HCV helicase counter-screen; inhibition, % at 7.9 µM; 290,000 tested, 0.17% active; AID 1845; DNA fluorescent intercalator displacement, fluorescence; in the data active means inhibition above about 37%;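 further: 0% = vehicle and 100% = reference compound; higher means more ethidium bromide displaced from hairpin DNA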
MEKK3 PB1 HTS: raises or lowers MEK5 binding to the human MEKK3 PB1 domain. binding response (% of control), % at 10 µM. 290,000 tested, 1.4% active. bead-based flow cytometry, Alexa488-MEK5 binding to MEKK3; actives lie on both sides; 0 = blocked by unlabeled MEK5, 100 = vehicle;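 active means binding response more than 3 SD above or below the average of its plate-row segment, actives on both sides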;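 further: Alexa488 bead fluorescence after subtracting the streptavidin-only scavenger bead signal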
PfM18AAP inh: blocks P. falciparum M18 aspartyl aminopeptidase; recombinant PfM18AAP, H-Glu-NHMec fluorogenic cleavage; 290,000 tested, 1.2% active; inhibition, % at 7.35 µM;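 active means inhibition above the campaign mean inhibition over all tested compounds plus 3 SD, cut at about 28% in these data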;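 further: 0% = plate median of test compound wells and 100% = 2 mM ZnCl2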
MEKK2 WT-MEK5: raises or lowers MEK5 binding to wildtype human MEKK2 PB1 domain. Q9Y2U5. bead flow cytometry, Alexa488-MEK5 binding to MEKK2 WT; actives lie on both sides. binding response (% of control), % at 10 µM. 290,000 tested, 1.1% active. AID 1531; in the data active means binding response below about 67% or above about 130%
OXTR ag: human OXTR agonism | P30559 | CHO-OTR cells, Fluo-8 calcium fluorescence; normalized: DMSO 0%, oxytocin 100% | activation, % at 3 µM | 320,000 tested, 0.32% active | AID 2435;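 active means activation above the mean of all tested compounds plus 3 SD, cutoff set per screening run, cut at about 20% in these data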;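 further: peak over basal fluorescence ratio from a 100 s FLIPR kinetic read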
Target sequence (P30559 whole entry, looked up): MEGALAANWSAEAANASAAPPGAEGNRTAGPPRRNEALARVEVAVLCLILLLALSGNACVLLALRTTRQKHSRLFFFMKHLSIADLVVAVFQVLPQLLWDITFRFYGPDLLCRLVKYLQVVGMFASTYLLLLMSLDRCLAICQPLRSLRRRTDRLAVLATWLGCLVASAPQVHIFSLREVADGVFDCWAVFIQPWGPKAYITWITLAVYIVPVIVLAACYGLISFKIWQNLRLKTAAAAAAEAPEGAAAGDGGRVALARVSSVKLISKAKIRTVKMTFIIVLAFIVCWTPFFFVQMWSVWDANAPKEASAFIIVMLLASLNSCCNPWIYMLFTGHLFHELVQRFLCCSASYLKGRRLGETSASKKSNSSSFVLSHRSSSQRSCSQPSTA
PHOSPHO1 block: blocks human PHOSPHO1 phosphatase activity; recombinant PHOSPHO1, absorbance phosphatase assay; 290,000 tested, 1.1% active; inhibition, % at 13.3 µM; Q8TCT1; in the data active means inhibition above about 60%
Target sequence (Q8TCT1 whole entry, looked up): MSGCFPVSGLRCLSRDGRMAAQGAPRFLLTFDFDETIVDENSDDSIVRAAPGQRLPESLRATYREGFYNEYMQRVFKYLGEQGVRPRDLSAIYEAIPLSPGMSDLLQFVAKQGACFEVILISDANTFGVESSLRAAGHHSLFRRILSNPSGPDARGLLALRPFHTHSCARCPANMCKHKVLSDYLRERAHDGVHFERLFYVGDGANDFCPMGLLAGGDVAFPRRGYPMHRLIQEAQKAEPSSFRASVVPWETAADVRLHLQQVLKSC
* marks the source's active call; other numbers are inactive results; · = no result given.

SMILES | NALP1 yeast inh | GPR7 antagonist | MEKK2 mut-MEK5 | FID counter | MEKK3 PB1 HTS | PfM18AAP inh | MEKK2 WT-MEK5 | OXTR ag | PHOSPHO1 block
C=CCNC(=O)c1onc(CSc2ccc(C)c(C)c2)c1C(=O)O | -3.2 | -17.2 | 4.0 | -29.8 | 107.0 | -2.1 | 108.0 | -0.6 | 28.7
C=C(C)Cn1c(SCC(=O)O)nnc1-c1ccc(C(C)(C)C)cc1 | -1.2 | -4.1 | 8.0 | -50.8 | 107.0 | 6.9 | 100.0 | 0.3 | 24.2
N#CCCN(Cc1cccnc1)C(=S)NCc1ccco1 | 10.8 | -4.6 | -2.0 | -4.0 | 113.0 | 2.6 | 105.0 | 0.0 | -22.9
CCC1=NN2C(=N)/C(=C\c3ccc(OCCOc4ccccc4)c(OC)c3)C(=O)N=C2S1 | 12.9 | -11.6 | 3.0 | -9.7 | 106.0 | 2.2 | 102.0 | 0.6 | 13.9
CCOc1ccc2nc(NC(=O)CSc3cn[nH]n3)sc2c1 | 14.5 | 22.0* | -1.0 | -9.8 | 105.0 | -15.5 | 100.0 | -0.1 | 36.0
COCCCNC(=S)N1CCN(Cc2ccc3c(c2)OCO3)CC1 | -9.2 | -6.8 | -4.0 | 0.0 | 109.0 | 1.6 | 104.0 | 1.6 | 4.9
O=C(CNC(=O)c1ccccc1)NCC(=O)OCC(=O)c1ccc([N+](=O)[O-])cc1 | 13.9 | -1.4 | -2.0 | 7.5 | 100.0 | 39.6* | 100.0 | 0.1 | 0.1
Cc1ccc(C(=O)COC(=O)CCN2C(=O)C3C4CCC(C4)C3C2=O)cc1C (stereo unspecified) | 13.9 | -1.7 | 0.0 | -27.6 | 99.0 | -11.0 | 93.0 | 6.4 | 31.3
Cc1ccccc1C(=O)N1CCN(c2ccc(NC(=O)c3cccs3)cc2)CC1 | 22.5 | -16.1 | -4.0 | -49.5 | 99.0 | 7.5 | 96.0 | 3.5 | 41.4
COc1ccccc1N1CCN(C(=O)CSc2nc(C)c(Cc3ccccc3)c(=O)[nH]2)CC1 | 22.4 | 4.1 | 0.0 | -9.3 | 93.0 | -19.0 | 94.0 | 1.4 | -7.4
O=C(CN1CCN(Cc2ccccc2)CC1)c1ccccc1 | 7.7 | -8.2 | 7.0 | -3.5 | 106.0 | -10.1 | 110.0 | -0.5 | -3.6
C=CCn1c(=NC(=O)c2cccc(N3C(=O)CCC3=O)c2)sc2cccc(OC)c21 | 0.9 | -18.8 | 5.0 | -9.3 | 106.0 | 2.8 | 103.0 | 1.1 | 15.0
CN(C)c1ccc(-c2nnn(CC(=O)Nc3ccccc3N3CCOCC3)n2)cc1 | 21.6 | -4.2 | · | -7.6 | · | 1.7 | · | -0.3 | 22.0
CN1CCN(S(=O)(=O)c2ccc(Br)c3ccccc23)CC1 | 14.1 | -5.8 | 3.0 | 2.0 | 99.0 | 0.8 | 103.0 | 0.8 | 40.1
CC1CN(Cc2ccc(C#N)cc2Cl)CC(C)O1 (stereo unspecified) | 0.7 | -10.2 | 1.0 | -1.4 | 103.0 | -12.7 | 102.0 | 0.3 | 13.5
N#C/C(=C1\CCCN1)c1nc2ccccc2c(=O)[nH]1 | 5.1 | -4.5 | 6.0 | -0.4 | 104.0 | -4.4 | 99.0 | 1.2 | 10.2
O=C(Nc1ccccc1F)C1CCCN(S(=O)(=O)c2cccc3cccnc23)C1 (stereo unspecified) | -16.4 | 6.7 | 3.0 | -19.8 | 101.0 | -1.7 | 101.0 | 1.4 | 10.8
Cc1cc(C)c(S(=O)(=O)Cc2ccccc2)c(=O)[nH]1 | 6.7 | -2.0 | 3.0 | -1.3 | 99.0 | -4.8 | 96.0 | -0.5 | 9.7
O=C(Nc1cccnc1)C1=NN(C2CCS(=O)(=O)C2)C(=O)CC1 (stereo unspecified) | 7.7 | 10.6 | -9.0 | -6.6 | 91.0 | 14.8 | 91.0 | 0.7 | 37.3
CCOC(=O)C1CCN(C(=O)c2ccccc2N(C)S(C)(=O)=O)CC1 | 8.5 | -10.4 | 1.0 | -4.6 | 106.0 | -7.8 | 109.0 | 0.8 | -24.6
CC(=O)c1ccc(-n2c(SCC(=O)c3c[nH]c4ccccc34)nc3ccccc3c2=O)cc1 | 20.0 | -4.8 | 3.0 | -0.2 | 99.0 | -7.0 | 93.0 | 2.6 | -67.4
COC(=O)c1cc(-c2ccc(OC)c(OC)c2)n[nH]1 | 15.0 | -5.1 | -4.0 | -5.0 | 100.0 | 8.2 | 98.0 | -1.9 | 4.1
O=C(CCS(=O)(=O)c1cccs1)N1CCN(c2ccc(F)cc2)CC1 | 13.6 | -1.9 | 7.0 | -6.0 | 122.0* | 2.0 | 118.0 | 0.8 | 17.7
COc1ccccc1NC1=NCC(=O)N1Cc1ccccc1 | -22.8 | -14.1 | 47.0* | 1.9 | 58.0 | -10.9 | 58.0 | -0.6 | -0.1

Structural class, those above containing a halogen.
SMILES | NALP1 yeast inh | GPR7 antagonist | MEKK2 mut-MEK5 | FID counter | MEKK3 PB1 HTS | PfM18AAP inh | MEKK2 WT-MEK5 | OXTR ag | PHOSPHO1 block
CN1CCN(S(=O)(=O)c2ccc(Br)c3ccccc23)CC1 | 14.1 | -5.8 | 3.0 | 2.0 | 99.0 | 0.8 | 103.0 | 0.8 | 40.1
CC1CN(Cc2ccc(C#N)cc2Cl)CC(C)O1 (stereo unspecified) | 0.7 | -10.2 | 1.0 | -1.4 | 103.0 | -12.7 | 102.0 | 0.3 | 13.5
O=C(Nc1ccccc1F)C1CCCN(S(=O)(=O)c2cccc3cccnc23)C1 (stereo unspecified) | -16.4 | 6.7 | 3.0 | -19.8 | 101.0 | -1.7 | 101.0 | 1.4 | 10.8
O=C(CCS(=O)(=O)c1cccs1)N1CCN(c2ccc(F)cc2)CC1 | 13.6 | -1.9 | 7.0 | -6.0 | 122.0* | 2.0 | 118.0 | 0.8 | 17.7

More compounds.
SMILES | NALP1 yeast inh | GPR7 antagonist | MEKK2 mut-MEK5 | FID counter | MEKK3 PB1 HTS | PfM18AAP inh | MEKK2 WT-MEK5 | OXTR ag | PHOSPHO1 block
CN(C)CCNC(=O)C1CCCNC1=O (stereo unspecified) | 9.9 | -13.2 | 4.0 | -1.7 | 106.0 | 0.8 | 106.0 | 0.8 | 26.2
C=CCn1c(SCc2ccc(Br)cc2F)nc2cc(C(=O)O)ccc2c1=O | 12.9 | -0.5 | 4.0 | -1.6 | 102.0 | 1.7 | 100.0 | 0.1 | 18.4
CCN(c1ccccc1C(=O)O)S(=O)(=O)c1ccc2[nH]c(=O)[nH]c2c1 | 17.9 | -1.1 | 6.0 | -5.0 | 107.0 | -5.9 | 109.0 | · | 15.0
COc1ccc(C(=O)C[n+]2ccc(-c3nnc4n3CCCCC4)cc2)cc1 | 14.8 | 9.5 | -2.0 | 1.4 | 85.0 | 4.7 | 101.0 | -1.2 | -4.4
OC1(c2ccc(F)cc2)CCN(Cc2cccnc2)CC1 | 7.1 | -7.5 | 1.0 | -2.6 | 106.0 | -3.7 | 108.0 | -0.6 | 20.1
O=C(NC1CC1)C1=C[C@@H](C2CCCCC2)C[C@@H](OCc2ccc(CO)cc2)O1 | 5.2 | -12.4 | 2.0 | -31.5 | 103.0 | 0.2 | 104.0 | 0.9 | 17.7
Cc1ccc(Nc2nc(N3CCOCC3)nc(N3CCOCC3)n2)cc1C | 2.6 | -13.3 | 3.0 | -45.4 | 97.0 | 4.0 | 99.0 | -2.4 | 19.9
COc1ccc(CC(=O)N/N=C/c2cc(Br)cs2)cc1OC | 2.7 | -0.4 | -1.0 | -27.9 | 101.0 | -2.3 | 99.0 | 3.9 | 44.4
CCN(CC(=O)NCc1ccc(F)cc1)C(=O)/C=C/c1ccco1 | -8.8 | -11.5 | -10.0 | -8.8 | 104.0 | -7.2 | 91.0 | -2.1 | -5.3
CC(Oc1ccc(/C=N/NC(=O)Cc2cccc3ccccc23)cc1)C(=O)O (stereo unspecified) | 7.3 | -8.4 | 0.0 | -36.7 | 101.0 | 0.7 | 98.0 | -1.0 | -0.8
O=C(NCc1cc([N+](=O)[O-])ccc1O)c1cccnc1Sc1ccccc1Cl | 0.5 | -8.6 | 4.0 | 7.8 | 103.0 | 1.6 | 103.0 | 1.3 | 9.6
Cc1cccc(-c2noc(-c3ccoc3C)n2)c1 | -2.3 | -12.1 | 0.0 | -3.9 | 101.0 | -18.4 | 102.0 | -0.4 | 24.7
COc1ccc(Cc2nnc(-c3ccccc3)o2)cc1 | 6.7 | -10.8 | 4.0 | -14.9 | 105.0 | 3.6 | 105.0 | 1.3 | -21.6
CCCCCCCc1c(C)nc(N2CCOCC2)[nH]c1=O | 21.0 | 0.0 | 9.0 | -5.8 | 101.0 | -2.5 | 102.0 | -0.2 | 2.6
c1ccc(Cc2cc[n+](Cc3ccccc3)cc2)cc1 | 0.2 | 0.2 | 3.0 | 3.3 | 103.0 | -2.6 | 105.0 | -0.4 | 7.6
CC(C)Cn1c(N2CCN(CC(=O)Nc3ccc(Cl)cc3)CC2)nc2ccccc21 | 7.2 | -0.4 | -12.0 | -18.6 | 92.0 | -0.3 | 87.0 | -2.6 | 7.5
CN(CCc1ccccn1)C(=O)Nc1ccc(F)cc1 | -13.2 | -6.1 | 1.0 | 6.7 | 100.0 | -18.6 | 105.0 | 0.8 | 14.4
O=C(Cn1cnc2ccc(Br)cc2c1=O)c1cccs1 | -6.8 | -1.2 | 2.0 | 0.5 | 105.0 | 8.5 | 103.0 | 0.8 | 27.6
CCCN1CCc2c(sc(NC(=O)c3ccc(S(=O)(=O)N4CCN(C(=O)OCC)CC4)cc3)c2C(N)=O)C1 | 10.9 | -13.6 | 4.0 | -0.2 | 102.0 | 26.4 | 4.0* | 5.5 | 27.6
Cc1ccc(S(=O)(=O)c2ccc(Cl)cc2)cc1S(=O)(=O)N1CCOCC1 | 8.5 | 12.5 | -9.0 | -28.4 | 98.0 | 4.2 | 91.0 | 7.1 | -5.3
CCOC(=O)CC1=C(C(=O)OCC)C(c2ccc(OC)cc2OC)C(C#N)=C(N)O1 (stereo unspecified) | 3.9 | -1.1 | 8.0 | -23.9 | 106.0 | -1.6 | 108.0 | 3.4 | 6.3
COc1ccccc1-n1cnnc1SCC(=O)N1CCN(C(=O)c2ccco2)CC1 | -5.5 | -3.5 | -3.0 | -5.9 | 94.0 | -7.2 | 95.0 | 0.1 | 17.2
NC(=O)COC(=O)c1ccc(S(=O)(=O)N2CCCCCC2)cc1 | 16.1 | 0.2 | 3.0 | -3.3 | 108.0 | 3.6 | 107.0 | 0.0 | -10.9
O=C(CCn1c2c(c3ccccc31)CCCC2)NNC(=O)c1ccccc1C(=O)O | 13.1 | -9.9 | 4.0 | -3.2 | 95.0 | -3.7 | 97.0 | 1.3 | 3.6
O=C(COc1ccc(Br)cc1)NNC(=S)NC(=O)c1ccccc1[N+](=O)[O-] | -36.0 | 1.0 | -1.0 | -20.9 | 101.0 | 16.2 | 102.0 | -1.3 | 23.3
COC(=O)Cn1c(=O)c2c(nc(Br)n2CC(=O)OC)n(C)c1=O | 12.7 | 5.2 | 7.0 | 2.5 | 101.0 | -0.2 | 104.0 | 2.2 | 13.9
CCCCN1C(=O)c2ccc(C(=O)NCCN3C(=O)S/C(=C\c4cccnc4)C3=O)cc2C1=O | 19.4 | 0.8 | 0.0 | -6.6 | 100.0 | 0.4 | 102.0 | -0.5 | -11.3
Nc1nnc(SCC(=O)Nc2ccccc2)s1 | 6.8 | -6.2 | 0.0 | -1.1 | 96.0 | -2.6 | 97.0 | -0.2 | 3.8
Cc1ccc(C(=O)N[C@H](C(=O)N2CCN(c3ccccc3F)CC2)C(C)C)cc1 | -9.8 | -9.6 | 2.0 | -36.5 | 97.0 | -0.4 | 98.0 | -2.1 | 2.2
COc1ccc(/C=C2\SC(=O)N(CCc3nnc(N)s3)C2=O)cc1 | · | -10.2 | 9.0 | -6.1 | 111.0 | 2.2 | 104.0 | 4.0 | 5.0
CCOC(=O)c1nc(Nc2cc(Cl)ccc2OC)c2ccccc2n1 | 4.2 | -13.7 | 5.0 | -22.1 | 100.0 | -2.7 | 105.0 | -1.0 | ·
